Screening results as filed in PubChem BioAssay.
TEAD-YAP block: TEAD-YAP interaction inhibition, primary screen, TEAD-YAP interaction inhibitor project, luminescence, HEK-TIYL cells; TEAD-Gal4/YAP UAS-luciferase luminescence; 640,000 compounds, 1.4% hits; inhibition, % at 9.12 µM; in the data active = inhibition above about 32%;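 note: 0% = median of test compound wells and 100% = reference inhibitor wells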
FBW7 activator: FBW7 E3 ligase activators, primary screen, biochemical, AlphaScreen, human | AlphaScreen FBW7–phospho-cyclin E peptide binding, activator screen | normalized activity (activation), % at 26.1 µM | 650,000 compounds, 0.13% hits | AID 1259310, 2017; in the data active = normalized activity above about 1.9%;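 note: purified mutant Fbw7 with reduced substrate affinity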
Target sequence (Q969H0 whole entry, looked up): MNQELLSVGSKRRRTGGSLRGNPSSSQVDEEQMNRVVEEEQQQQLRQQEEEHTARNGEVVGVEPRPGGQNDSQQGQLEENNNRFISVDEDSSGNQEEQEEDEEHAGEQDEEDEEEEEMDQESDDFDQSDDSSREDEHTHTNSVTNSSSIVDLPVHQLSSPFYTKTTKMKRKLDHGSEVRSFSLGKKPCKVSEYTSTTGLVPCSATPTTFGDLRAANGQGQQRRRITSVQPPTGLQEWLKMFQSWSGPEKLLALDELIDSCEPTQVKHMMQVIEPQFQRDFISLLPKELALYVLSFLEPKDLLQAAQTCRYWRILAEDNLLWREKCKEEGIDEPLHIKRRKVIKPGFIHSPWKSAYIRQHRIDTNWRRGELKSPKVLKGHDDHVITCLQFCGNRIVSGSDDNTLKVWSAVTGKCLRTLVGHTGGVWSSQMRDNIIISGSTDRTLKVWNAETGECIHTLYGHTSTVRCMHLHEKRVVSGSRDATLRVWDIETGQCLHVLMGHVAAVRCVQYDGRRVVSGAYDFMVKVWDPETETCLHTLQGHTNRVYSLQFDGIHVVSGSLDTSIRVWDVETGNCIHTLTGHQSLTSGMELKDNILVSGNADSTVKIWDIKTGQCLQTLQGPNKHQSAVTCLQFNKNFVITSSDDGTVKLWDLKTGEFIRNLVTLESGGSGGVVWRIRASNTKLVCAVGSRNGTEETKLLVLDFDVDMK
GPR151 ag: activators of human GPR151, primary screen, cell-based, PathHunter beta-arrestin, luminescence; G-protein coupled receptor 151 (Homo sapiens), Q8TDV0; PathHunter beta-arrestin GPR151 cells; activation, % at 11.2 µM; 650,000 compounds, 1% hits; AID 1508602, 2020; in the data active = activation above about 4.9%;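 note: 0% = median of compound wells and 100% = cells with positive control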
MITF inh: MITF inhibitors, primary screen, biochemical, AlphaScreen, human; AlphaScreen MITF homodimerization, bead proximity signal; inhibition, % at 2.6 µM; 650,000 compounds, 0.91% hits; AID 1259374, 2018; in the data active = inhibition above about 50%;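 note: 0% = vehicle wells with protein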
Starred values were filed as active, the others as inactive.

SMILES	TEAD-YAP block	FBW7 activator	GPR151 ag	MITF inh
CC1=C(C(=O)OC2CCCC2)C(c2ccsc2)C2=C(CC(C)(C)CC2=O)N1 (stereo unspecified)	-23	0.5	-0.8	-5
N=C1C(c2ccccc2)=C(O)CN1c1ccccc1N1CCOCC1	4	-0.1	1.7	-9
Cc1ccc(C(=O)c2c(N)c(C(=O)Nc3ccccc3F)c3ccccn23)cc1	-1	-0.1	1.0	-6
CCCC(=O)Nc1nnc(-c2ccc(F)cc2)o1	-6	0.1	0.7	3
C=CCN1C(=O)/C(=C/c2ccc(OCC(=O)O)c(Br)c2)C(=O)NC1=S	17	-0.1	0.1	7
CC(=O)Oc1ccccc1C(=O)OCc1ccc([N+](=O)[O-])cc1Cl	-3	-0.2	-0.7	2
COc1ccc(Cl)cc1C(=O)N1CCN(c2cccc(Cl)c2)CC1	64*	0.2	0.5	6
COc1ccc(CSc2nc3ccccc3nc2SCc2ccc(OC)cc2)cc1	-1	-0.1	1.1	5
COCCCNc1ncnc2c1c(-c1ccccc1)cn2-c1cccc(C(F)(F)F)c1	7	0.6	1.4	4
COC(=O)c1c(NC(=O)Cc2ccc([N+](=O)[O-])cc2)sc(C)c1C	4	-0.2	1.8	3
CC(C)(C)NC(=O)c1cccc(Oc2ncc(Cl)cn2)c1	2	-0.1	-0.2	12
Cc1ccc(CNC(=O)CN2C(=O)c3ccccc3S2(=O)=O)cc1	-3	-0.1	0.3	-8
Cc1ccsc1CNc1nc(C)c(-c2ccn(CCO)n2)s1	1	0.1	-0.8	4
COc1ccc(CN2CCN(C(=O)c3ccc(F)cc3)CC2)c(OC)c1	-3	-0.2	-0.6	48
CC(=O)N1N=C(c2ccc([N+](=O)[O-])cc2)CC1c1ccccc1 (stereo unspecified)	-17	0.1	-1.3	10
COc1ccc(-c2csc(/C(C#N)=C/Nc3ccc(C(N)=O)cc3)n2)cc1	5	0.3	-0.6	-3
Cn1c(NC(=O)c2ccc(C(F)(F)F)cc2)cc(=O)n(C)c1=O	-2	0.1	1.3	9
c1ccc(-c2cc(-c3ccccc3)nc(N3CCOCC3)n2)cc1	4	0.0	-0.2	-15
COc1cccc(CN2CCN(Cc3cccc4c3OCO4)CC2CCO)c1 (stereo unspecified)	4	0.2	0.0	6
COc1cc(C(=O)Nc2ccc3oc(-c4cccnc4)nc3c2)cc(OC)c1OC	-6	0.0	-0.6	0

Part of the list above, as labelled records.
> CC(C)(C)NC(=O)c1cccc(Oc2ncc(Cl)cn2)c1
  TEAD-YAP block: 2 | FBW7 activator: -0.1 | GPR151 ag: -0.2 | MITF inh: 12

> Cc1ccc(CNC(=O)CN2C(=O)c3ccccc3S2(=O)=O)cc1
  TEAD-YAP block: -3 | FBW7 activator: -0.1 | GPR151 ag: 0.3 | MITF inh: -8

4 compounds from above with just MITF inh, FBW7 activator and TEAD-YAP block.
compound	MITF inh	FBW7 activator	TEAD-YAP block
Cc1ccsc1CNc1nc(C)c(-c2ccn(CCO)n2)s1	4	0.1	1
COc1ccc(CN2CCN(C(=O)c3ccc(F)cc3)CC2)c(OC)c1	48	-0.2	-3
CC(=O)N1N=C(c2ccc([N+](=O)[O-])cc2)CC1c1ccccc1 (stereo unspecified)	10	0.1	-17
COc1ccc(-c2csc(/C(C#N)=C/Nc3ccc(C(N)=O)cc3)n2)cc1	-3	0.3	5

Continued:
SMILES	TEAD-YAP block	FBW7 activator	GPR151 ag	MITF inh
CCOC(=O)c1sc(NC(=O)c2ccc(S(=O)(=O)N3CCN(C(=O)OCC)CC3)cc2)nc1C	6	0.0	2.3	-2
Cc1ccc(C2=N/C(=C\c3ccccc3OC(=O)c3ccc(Br)cc3)C(=O)O2)cc1	37*	0.1	-0.5	-7
O=C(C1=CCCC1)N1CCCC(c2ccn[nH]2)C1 (stereo unspecified)	-5	0.2	4.3	-2
CCOc1ccccc1C1CC(=O)NC(SCC(=O)Nc2ccc(C)cc2C)=C1C#N (stereo unspecified)	-5	0.1	-0.6	5
CCOC(=O)c1cccc(N2C(=O)C3C4C=CC(C4=C(C)C)C3C2=O)c1 (stereo unspecified)	-12	0.2	2.9	8
Cc1c(-n2c(-c3ccccc3Br)n[nH]c2=S)c(=O)n(-c2ccccc2)n1C	-5	-0.1	0.1	-3
O=C(/C=C/c1ccccc1)CC(=O)C(F)(F)F	16	1.0	3.7	13
CC(=O)Nc1nonc1-c1nc2ccccc2n1Cc1cccc(C(F)(F)F)c1	3	0.4	0.6	11
CCNCCC1CCC(=O)N1Cc1ccccc1Cl (stereo unspecified)	-8	0.4	0.1	-28
Cc1onc(-c2ccccc2Cl)c1C(=O)Nc1ccc(N2C(=O)c3ccccc3C2=O)cc1	-7	0.1	1.0	1

Six compounds out of the list, ordered by length of the SMILES, largest number first.
SMILES	TEAD-YAP block	FBW7 activator	GPR151 ag	MITF inh
Cc1onc(-c2ccccc2Cl)c1C(=O)Nc1ccc(N2C(=O)c3ccccc3C2=O)cc1	-7	0.1	1.0	1
Cc1ccc(C2=N/C(=C\c3ccccc3OC(=O)c3ccc(Br)cc3)C(=O)O2)cc1	37*	0.1	-0.5	-7
Cc1c(-n2c(-c3ccccc3Br)n[nH]c2=S)c(=O)n(-c2ccccc2)n1C	-5	-0.1	0.1	-3
CCOc1ccccc1C1CC(=O)NC(SCC(=O)Nc2ccc(C)cc2C)=C1C#N (stereo unspecified)	-5	0.1	-0.6	5
CC(=O)Nc1nonc1-c1nc2ccccc2n1Cc1cccc(C(F)(F)F)c1	3	0.4	0.6	11
CCNCCC1CCC(=O)N1Cc1ccccc1Cl (stereo unspecified)	-8	0.4	0.1	-28

Continued:
SMILES	TEAD-YAP block	FBW7 activator	GPR151 ag	MITF inh
Cc1ccsc1/C=C1/C(=O)NC(=O)N(CCC2=CCCCC2)C1=O	-3	0.2	0.6	-3
C/C(=N\N=C1/CCc2ccccc21)c1nnn(-c2nonc2N)c1C	-20	0.2	-1.1	8
C=CCNc1cc(N2CCN(S(C)(=O)=O)CC2)ccc1[N+](=O)[O-]	-3	-0.1	0.6	1
O=C(NCc1nc2ccccc2[nH]1)c1cnc(Nc2ncccn2)s1	5	0.2	-0.4	18
Nc1nonc1-n1nnc(C(=O)NN=C2CCC(c3ccccc3)CC2)c1-c1ccccc1 (stereo unspecified)	-10	0.0	-0.1	-5
COC(=O)Nc1cc(C(=O)OC)cc(C(=O)OC)c1	1	0.5	-0.5	-14
O=S(=O)(N1CCCCC1)N1CCCN(S(=O)(=O)N2CCCCC2)CC1	-2	0.0	-0.9	6
Oc1ccc(Br)cc1/C=N/c1nc2ccccc2[nH]1	-15	0.2	-0.7	25
COc1ccc(CCNc2nc(-c3c(C)nn(C)c3C)ncc2C)cc1	3	0.4	2.0	11
Cc1onc(-c2ccccc2)c1CN1CCS(=O)(=O)CC1	-12	0.0	0.4	3
N#C/C(=C\c1ccc(N2CCOCC2)cc1)C(=O)NCc1ccccc1	-2	-0.1	-0.5	3
CC(C)CNc1cc(N2CCN(C(=O)c3ccc(F)cc3)CC2)ccc1[N+](=O)[O-]	-2	-0.2	0.3	-11
COc1ccc(OC)c(/C=N/NC(=O)CN2CCCCCC2)c1	-3	0.0	1.8	23
CCc1nc2ccc(C(=O)NCc3ccccc3OC)cc2nc1CC	-1	0.1	0.7	-7
Cc1cc(NC(=O)CCC(=O)N(CC(=O)NC2CCCC2)c2cccc(C)c2C)no1	-5	0.1	0.9	5
COC(=O)C1=C(C(=O)OC)SC(=C2C(=S)C(C)(C)N(C(=O)C(F)(F)F)c3ccc(OC)cc32)S1	11	0.1	-0.9	15
Cc1ccc(C(=O)Oc2ccc(-c3nc4ccc(C)cc4s3)cc2)cc1	39*	0.0	-1.0	-5
O=C(Nc1ccc(F)cc1)N1CCn2cnnc2C1	-2	-0.4	0.8	-4
Cc1ccc(C(=O)N2CCN(C=O)CC2)c(Cl)c1	4	0.4	6.5*	16
O=C(Nc1ccc(F)cc1)c1cccc2c1C(=O)N(Cc1ccccn1)C2	-8	0.0	0.9	5
COc1ccc(C)cc1NC(=O)c1coc(=O)c2ccccc12	12	0.1	0.1	-8
COc1ccc(-c2cc(C(F)(F)F)n3ncc(C(=O)Nc4c(C)n(C)n(-c5ccccc5)c4=O)c3n2)cc1	-14	0.2	-0.2	13
CCOC(=O)C1=CN(C)C=C(C(=O)OCC)C1c1ccc(OCc2ccccc2)c(OC)c1	-18	0.7	0.2	-20
Cc1ccc(/C(O)=C2/C(=O)C(=O)N(CCCN3CCOCC3)C2c2ccncc2)cc1 (stereo unspecified)	-10	0.0	-1.0	-12
CCOC(=O)NCCCN1CCN(c2ccccc2)CC1	-1	0.0	1.6	-4
CC(=O)N1CCc2cc(Br)cc(S(=O)(=O)N3CCN(c4cccc(C)c4)C(C)C3)c21 (stereo unspecified)	-2	-0.4	-0.5	-4
C/C(=N\NC(=O)c1cccnc1)c1ccc(C#N)cc1	-6	0.1	-0.3	4
CN1CCN(S(=O)(=O)c2ccc(NC(=S)NC(=O)c3cccs3)cc2)CC1	-8	0.1	0.0	-3
COc1ccc(CCNC(=O)CSc2nc3ccsc3c(=O)n2CCCC(=O)NCCc2ccccc2)cc1OC	16	0.1	0.1	6
COc1ccc(N(CC(=O)Nc2ccc(C)cc2)S(=O)(=O)c2ccc(C)cc2)cc1	-7	0.0	0.1	7
COc1cc(/C=N/n2nnnc2N)ccc1OC(C)=O	2	0.0	-0.3	10
COc1ccc(CN2CCN(c3ncccn3)CC2)c(OC)c1C	15	-0.1	-0.7	40
CC(=O)c1ccc(-c2ccc3c4c(ccc3c2)OC(CNC(=O)CN2CCCC2)C4)s1 (stereo unspecified)	-9	0.1	0.0	-18
CC(NC(=O)c1ccc(Cl)cc1)C(=O)N1CCCCC1 (stereo unspecified)	0	-0.1	0.7	4
COc1ccc(C(=O)NCC(=O)OCC(=O)Nc2ccc(C#N)cc2)cc1	-3	0.1	-1.5	10
CSc1ccc(/C=N/NC(=O)c2ccccc2[N+](=O)[O-])cc1	-19	0.2	0.2	15
CC(=O)c1cc2c(cc1NC(=O)c1ccccc1Br)OCCO2	0	0.2	2.2	9
Cc1cc(C)n(-c2nc3ccccc3nc2-n2nc(C)cc2C)n1	-6	-0.1	-0.6	-2
CCOc1ccc(C(=O)Nc2cccc(-c3nc4ncccc4o3)c2)cc1Cl	1	-0.1	1.2	7
O=C(Nc1ccc(-c2nc3ccccc3o2)cc1)c1ccc(NC(=O)c2cc(Cl)ccc2Cl)cc1	1	0.2	-0.7	9
O=C1NC(=Nc2ccccc2)S/C1=C/c1cc(Br)ccc1O	-7	-0.1	-0.4	-5
COc1ccc(Cl)cc1C(=O)Nc1nnn(C)n1	6	0.3	-0.8	15
C/C(=N/NC(=O)COc1ccc(C)cc1)c1cccc([N+](=O)[O-])c1	2	0.1	1.4	16
CCOC(=O)c1sc2nc(SCC(=O)NCc3ccco3)n(Cc3ccc(C)cc3)c(=O)c2c1C	-6	0.2	-0.8	12
O=C(Nn1cnc2ccccc2c1=O)c1ccc(F)cc1	-11	1.1	0.1	26
Cc1sc2c(c1C)CN(Cc1ccccn1)CN2C(=O)c1ccco1	-12	-0.1	-0.7	1
C(=C/c1ccco1)/C=N/N1CCN(Cc2cccc3ccccc23)CC1	4	-0.4	0.4	9
CC(=O)N(CCCCl)C(C#N)c1ccccc1 (stereo unspecified)	-9	0.1	0.4	13
CCCOc1cccc(C(=O)Nc2ccc3nn(-c4ccc(CC)cc4)nc3c2)c1	-5	0.1	-1.3	-18
NC(=O)c1ccccc1NC(=O)COC(=O)CC1CC2CCC1C2 (stereo unspecified)	3	0.1	0.6	6
CC1(C)CC(=O)c2cnc(NCCc3ccccc3)nc2C1	-56	0.1	-0.2	-10
